Compound activity deposited in PubChem BioAssay by Johns Hopkins Ion Channel Center.
Kir21 inh: Kir2.1 (mouse) channel inhibition; HEK293-Kir2.1, FluxOR thallium flux fluorescence; active compounds read low; B-score at 10 µM; 310,000 compounds, 0.85% hits;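 active means fluorescence ratio B-score at or below minus 3 SD of library scores, with starting-brightness B-score within 2 SD, cut at about -4.2 in these data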;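 further: channel flux triggered by added potassium and thallium sulfate stimulus; B-score of peak minus minimum fluorescence over baseline after thallium stimulus; more negative B-score means stronger Kir2.1 block with less thallium influx; some compounds called inactive have numbers as strong as hits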
Target sequence (P35561 whole entry, looked up): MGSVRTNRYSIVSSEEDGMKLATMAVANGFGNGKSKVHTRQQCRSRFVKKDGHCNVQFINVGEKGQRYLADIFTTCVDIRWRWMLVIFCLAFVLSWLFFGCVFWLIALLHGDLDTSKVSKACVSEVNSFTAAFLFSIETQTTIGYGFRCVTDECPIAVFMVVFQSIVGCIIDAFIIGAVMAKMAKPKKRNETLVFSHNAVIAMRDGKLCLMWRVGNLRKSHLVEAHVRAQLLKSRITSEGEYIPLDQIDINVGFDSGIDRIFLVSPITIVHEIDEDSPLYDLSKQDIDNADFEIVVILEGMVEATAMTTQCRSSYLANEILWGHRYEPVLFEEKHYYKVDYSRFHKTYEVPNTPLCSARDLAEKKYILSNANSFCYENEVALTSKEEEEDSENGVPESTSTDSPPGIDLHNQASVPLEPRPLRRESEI
KCNQ2 inh: KCNQ2 channel blockers in CHO-K1 cells – cell-based, FluxOR thallium flux, B-score, primary screen (AID 2156). 20 min; active compounds read low. 310,000 compounds, 1.1% hits. O88943. B-score at 10 µM;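 active means fluorescence ratio B-score at most minus 3 library SDs, with starting brightness B-score within 2 library SDs, cut at about -5.5 in these data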
Starred values were filed as active, the others as inactive; i = inactive.

SMILES	Kir21 inh	KCNQ2 inh
CCn1c(COc2ccccc2)nnc1SCC(=O)NC1CCCCC1	0.64	i
C=CCn1c(SCC(=O)NCC)nc2sc3c(c2c1=O)CCC3	0.44	i
Oc1[nH]c2ccccc2c1N=Nc1ccccc1	1.2	i
Cc1cc2ncn(/N=C/c3ccc(-c4ccccc4)o3)c2cc1C	-1.2	i
O=C(Nc1ccccc1OC(F)F)c1ccc(F)cc1	-0.06	i
Clc1ccc(-c2cn3ccccc3n2)cc1	0.58	i
Cc1cc(NC(=O)CCC(=O)N(CC(=O)NC2CCCC2)c2ccc(Cl)cc2)no1	-0.02	i
Cc1ccc(NC(=O)c2cccs2)cc1NC(=O)c1ccccc1Cl	0.54	i
COc1ccc2cc(CN(Cc3ccco3)Cc3nnnn3C3CCCCC3)c(=O)[nH]c2c1	0.32	i
CSc1nnc(-c2ccncc2)n1/N=C/c1cn(-c2ccccc2)nc1-c1ccc(Cl)cc1	1.3	i
O=C(N/N=C/c1ccc(Br)s1)c1ccco1	1.6	i
CC(c1ccccc1)N1CCc2[nH]c(=S)[nH]c(=O)c2C1 (stereo unspecified)	1.9	i
NS(=O)(=O)c1ccc(CNC(=O)CCC2CCCCC2)cc1	-0.25	i
CC(Oc1ccc2c3c(c(=O)oc2c1)CCC3)C(=O)N[C@@H](Cc1ccccc1)C(=O)O (stereo partly specified)	1.2	i
CN1CCN(C(=O)/C(=C/c2ccc(F)cc2)NC(=O)c2ccccc2)CC1	-0.11	i
Cc1cccc(C)c1OCCNC(=O)CCC(=O)c1ccccc1	-0.67	i
CCCCCNC(=O)c1cc(S(=O)(=O)N2CCCCC2)ccc1F	0.96	i
COC(=O)C(Cc1c[nH]c2ccccc12)N1CCS(=O)(=O)CC1 (stereo unspecified)	-0.51	i
O=C(OCCN=C1NS(=O)(=O)c2ccccc21)c1ccncc1	0.09	i
CC1CCCC(NC(=O)c2cn(C)c3ccc(S(=O)(=O)N4CCCC4)cc3c2=O)C1C (stereo unspecified)	3.8	i
COc1ccc(S(=O)(=O)N2N=C(c3cccc(NS(C)(=O)=O)c3)CC2c2ccco2)cc1 (stereo unspecified)	1.3	i
CC(C)(C)C1=C(C#N)C(c2cc3c(cc2Br)OCO3)C(C#N)=C(N)O1 (stereo unspecified)	0.75	i
Cc1cccc(C(=O)OCC(=O)c2cccc(Br)c2)c1O	1.2	i
COc1ccc(S(=O)(=O)N(CC(=O)NCc2cccnc2)Cc2ccccc2)cc1	-0.86	i
CN(C)/C=C1\C(=O)N(C)N=C1C(F)(F)F	-0.06	i
CON(C)c1nc(OCCNC(=O)OCc2ccc(Cl)cc2C)nc(N(C)C)n1	-3	i
CCC(=O)c1cn(CC(=O)O)c2ccccc12	0.34	i
Cc1cc(C)n(CC(=O)NCc2ccccc2)c(=O)c1C#N	0.18	i
Cc1ccc(OCc2ccoc2C(=O)O)cc1C	0.12	i
C=CCNC(=O)c1ccc2c3n(nc2c1)-c1ccc(Cl)cc1CO3	0.32	i
CC(C)c1ccc(NC(=O)c2ccc3c(c2)C(=O)N(Cc2cccnc2)C3=O)cc1	1.7	i
Clc1ccc(Cl)c(OCCN2CCCC2)c1	-0.28	i
Cc1nc2cc3sc(C)nc3cc2s1	1.4	i
O=C(NC(=S)Nc1ccccc1Br)c1cccnc1	1.4	i
CCCNC(=O)c1ccc(COc2ccc(C)cc2)o1	0.59	i
CCCCN(CC)C(=O)CSc1nc2n[nH]c(C)c2c(=N)n1-c1cccc(C)c1	-0.4	i
Cc1ccc(S(=O)(=O)N(C)c2ccc(C(=O)NCc3ccccc3F)cc2)cc1	0.23	i
COc1ccc(NC(=O)CC(C)c2ccccc2)c([N+](=O)[O-])c1 (stereo unspecified)	0.28	i
CCOC(=O)Cn1nnnc1C(CC)N(Cc1cccs1)Cc1cc2cc(C)ccc2[nH]c1=O (stereo unspecified)	0.01	i
Cc1sc(NC(=O)c2cccc([N+](=O)[O-])c2)c(C(N)=O)c1-c1ccc(C(C)(C)C)cc1	0.45	i

An excerpt of these results, with each value named.
molecule: CCCNC(=O)c1ccc(COc2ccc(C)cc2)o1
  Kir21 inh: 0.59; KCNQ2 inh: i

molecule: CCCCN(CC)C(=O)CSc1nc2n[nH]c(C)c2c(=N)n1-c1cccc(C)c1
  Kir21 inh: -0.4; KCNQ2 inh: i

Remaining list, next part:
SMILES	Kir21 inh	KCNQ2 inh
Cc1ccc(C(=O)N2CCC(C(=O)Nc3cccc([N+](=O)[O-])c3)CC2)cc1	0.68	i
COc1ccc(-n2nnnc2-c2nc3ccccc3s2)cc1	1.4	i
COc1ccc(/C=C(\NC(=O)c2ccccc2)C(=O)NC2CCS(=O)(=O)C2)cc1 (stereo unspecified)	0.34	i
CC(=O)c1cccc(CN2CCCC(C(=O)c3ccc4c(c3)OCO4)C2)c1 (stereo unspecified)	-1.7	i
COc1cccc(NC(=O)C(NCCc2ccc(S(N)(=O)=O)cc2)c2ccccc2)c1 (stereo unspecified)	-1.2	i
O=C(C[n+]1ccc(C(=O)NCc2ccccc2)cc1)c1ccc(Cl)cc1	-1.4	i
Fc1ccccc1CSc1nnc(Cn2cnc3ccccc32)n1-c1ccccc1	-0.97	i
Cc1cccc(Cn2nc(C)cc2NC(=O)Cn2cc([N+](=O)[O-])cn2)c1	0.2	i
CCOC(=O)N1CCN(C(=O)C2CCN(S(=O)(=O)N(CC)CC)CC2)CC1	-0.08	i
CCC1(C)OC(=O)NN(c2ccc(C)cc2)C1(C)O (stereo unspecified)	0.03	i
c1ccc(-c2nc(-c3ccco3)cs2)nc1	1.3	i
O=C(O)CSCC(=O)N1CCCCC1	0.61	i
O=C(NCC1CC1)C1(S(=O)(=O)c2ccccc2)CC=CC1	-1.1	i
O=C(Cc1ccc(F)cc1)NC1CCSC1=O (stereo unspecified)	-0.03	i
CCN(CC)c1ccc(C2C(C(C)=O)C(=O)CC(C)(O)C2C(C)=O)cc1 (stereo unspecified)	1.3	i
Cc1ccc(C)c(NC(=O)c2cc(-c3ccccc3O)n[nH]2)c1	1.7	i
COc1ccc(NC(=O)NNC(=O)c2ccc(-c3ccccc3)cc2)c(OC)c1	0.7	i
COc1ccc(/C=C/C(=O)OCC(=O)NC2CCCC(C)C2C)cc1S(=O)(=O)N1CCOCC1 (stereo unspecified)	-0.35	i
CCN(CC)S(=O)(=O)c1ccc(Cl)c(C(=O)NCc2ccccc2Cl)c1	-1.1	i
Cc1ccccc1OCCNC(=O)c1ccco1	0.03	i
CCc1ccc(CN(C)C(=O)CC2C(=O)NCCN2Cc2ccoc2)cc1 (stereo unspecified)	1.7	i
O=C(CSCc1cccc(Cl)c1)NCc1ccc2c(c1)OCO2	-1	i
COc1ccc(-c2c[n+]3c4n2CCCCC4=C(c2ccccc2)C3)cc1	-1.7	-6.2*
Cc1cccc(-n2nc3c(c2NC(=O)CCCl)CSC3)c1	-0.07	i
Cc1nc2ncccn2c1-c1csc(Nc2ccc(N(C)C)cc2)n1	-0.03	i
COc1cc(/C=N/n2c(-c3n[nH]c4c3CCC4)n[nH]c2=S)cc(OC)c1O	-0.11	i
CCN(CC)C(=O)N1CCN(Cc2ccc3c(c2)OCO3)CC1	-0.08	i
Cc1ccc(CSCc2ccc(C(=O)NCCC(C)C)o2)cc1	0.18	i
CCOC(=O)CNC(=S)n1cnc(N)n1	0.33	i
Cn1c(=O)c2[nH]c(NCCCN3CCOCC3)nc2n(C)c1=O	0.65	i

KCNQ2 inh, entries above that show a hit.
SMILES	Kir21 inh	KCNQ2 inh
COc1ccc(-c2c[n+]3c4n2CCCCC4=C(c2ccccc2)C3)cc1	-1.7	-6.2*

4 structures from above, arranged by length of the SMILES, largest number first.
SMILES	Kir21 inh	KCNQ2 inh
CCN(CC)C(=O)N1CCN(Cc2ccc3c(c2)OCO3)CC1	-0.08	i
O=C(CSCc1cccc(Cl)c1)NCc1ccc2c(c1)OCO2	-1	i
Cc1ccc(CSCc2ccc(C(=O)NCCC(C)C)o2)cc1	0.18	i
CCOC(=O)CNC(=S)n1cnc(N)n1	0.33	i

Next part.
SMILES	Kir21 inh	KCNQ2 inh
COc1cccc2c1cc1c(=O)n(CC(=O)NCCCN3CCCCC3)nc(C)n12	0.01	i
CCOCCCNS(=O)(=O)c1ccc2c(c1)OCCO2	-0.2	i
COc1ccc2cc(/C=C/C(=O)N3CCN(CC(=O)N4CCCCCC4)CC3)ccc2c1	0.31	i
N#Cc1cnc(SCC(=O)NNC(=O)COc2cccc3ccccc23)nc1N	0.06	i
CC(C)(C)c1ccc(C(=O)Nc2ccc(S(N)(=O)=O)cc2)cc1	0.26	i
CN1C(=O)C(C)(C)c2cc(S(=O)(=O)N3CCCCCC3)ccc21	0.05	i
CCC1=C2CC[C@H]3C(=O)N(CC)C(=O)[C@H]3[C@H]2[C@@]2(Cc3ccccc3)C(=NCCOC)OC(=O)N2C1=O	1.2	i
O=C(NCc1ccc2c(c1)OCO2)c1cc2c(s1)CS(=O)(=O)C2	0.03	i
CCC(C)NC(=O)C1c2ccccc2Oc2ccccc21 (stereo unspecified)	1.1	i
COc1ccc(CCNC(=O)c2cc(C)oc2C)cc1	-2.5	i
COc1ccc(C(=O)c2ccc(CC#N)s2)cc1	0.51	i
CCCNC(=O)Cc1ncn[nH]1	1.4	i
CC1CCc2cc(F)cc3c(O)c(C(=O)NCC4CCCO4)c(=O)n1c23 (stereo unspecified)	0.03	i
NS(=O)(=O)c1ccc(CCNCC(=O)NCc2ccccc2Cl)cc1	-0.1	i
CCN(C1CCCCC1)S(=O)(=O)c1ccc(S(=O)(=O)N2CCN(CCC#N)CC2)cc1	-2.4	i
O=C1c2ccccc2C(Nc2ccccc2)N1Cc1ccc2c(c1)OCO2 (stereo unspecified)	-1.1	i
COc1ccccc1COCC(O)CN1CCCCC1CO (stereo unspecified)	0.31	i
COC(=O)c1cccc(NC(=S)N2CCN(C)CC2)c1	0.05	i
O=C(O)/C=C/c1cn(-c2ccccc2)nc1-c1cc2ccccc2oc1=O	-0.1	i
Cc1cccc(C(C(N)=O)c2ncc(C(F)(F)F)cc2Cl)c1 (stereo unspecified)	-0.82	i
COC(=O)c1cn(NC(=O)c2ccncc2)c(=O)c2ccccc12	0.24	i
COC(=O)c1cc(S(=O)(=O)N2CCN(Cc3ccccc3)CC2)cn1C	-1.5	i
O=C(CSc1nnc(-c2ccccn2)o1)Nc1ccccc1Cl	1.3	i
CCC1CCCCN1CCCNC(=O)Cn1cnc2sc(C)c(S(=O)(=O)N3CCC(C)CC3)c2c1=O (stereo unspecified)	0.31	i
Cc1ccccc1C(=NC(=O)c1ccccc1)c1ccccc1	-2.5	-8.5*
O=C1c2ccccc2C(=O)C12OC(c1ccccc1)C1(C(=O)c3ccccc3C1=O)C2c1cccc([N+](=O)[O-])c1 (stereo unspecified)	-1.1	i
CC(C)S(=O)(=O)c1csc(C(=O)NN)c1Cl	-1.4	i
COc1ccc(-n2ccn(CC(=O)Nc3ccc(OC)cc3OC)c(=O)c2=O)cc1	-0.98	i
COC(=O)c1sc(S(=O)(=O)NCC(=O)O)c(C(=O)OC)c1C	-1.7	i
O=C(NCc1cccc(C(F)(F)F)c1)c1cccc(Cl)c1Cl	0.86	i
COC(=O)CNC(=O)c1c(-c2c(Cl)cccc2Cl)noc1C	2	i
COC(=O)c1[nH]c2cc(OC)ccc2c1NC(=O)CN1CCC(C(N)=O)(N2CCCCC2)CC1	0.48	i
COc1ccccc1NS(=O)(=O)c1ccc(O)c(NC(=S)NCC2CCCO2)c1 (stereo unspecified)	3.3	i
CCn1ccnc1CN(C)Cc1nc(-c2ccc3c(c2)OCO3)no1	1.1	i
CCN(CC)CCCn1c(=S)[nH]c2ccc(Cl)cc2c1=O	1.1	i
Cc1cccc(C)c1NC(=O)CN(C)C(=O)c1cccc(S(=O)(=O)N2CCN(C)CC2)c1	-0.49	i
CC1CCC(NC(=O)C2c3ccccc3C(=O)N2CCCN2CCOCC2)CC1 (stereo unspecified)	-0.68	i
COCCn1c(SCC(N)=O)nnc1-c1c[nH]c2ccccc12	0.98	i
Cc1[nH]n(-c2ccccc2)c(=O)c1C(c1cccc([N+](=O)[O-])c1O)c1c(C)[nH]n(-c2ccccc2)c1=O	0.04	i
CC1(C)Cc2cccc(OCC(=O)N3CCN(c4cccc(C(F)(F)F)c4)CC3)c2O1	-2	i
c1ccc(CCc2nc(-c3cccnc3)no2)cc1	-2.3	i
COC(=O)Nc1ccc(S(=O)(=O)N2CCCC(C(=O)O)C2)cc1 (stereo unspecified)	-0.59	i
CC1=NN(C(=O)Cn2nc([N+](=O)[O-])c(Br)c2C)C(O)(C(F)(F)F)C1 (stereo unspecified)	1.8	i

By substructure: those above with a tert-butyl group (3)
SMILES	Kir21 inh	KCNQ2 inh
CC(C)(C)C1=C(C#N)C(c2cc3c(cc2Br)OCO3)C(C#N)=C(N)O1 (stereo unspecified)	0.75	i
Cc1sc(NC(=O)c2cccc([N+](=O)[O-])c2)c(C(N)=O)c1-c1ccc(C(C)(C)C)cc1	0.45	i
CC(C)(C)c1ccc(C(=O)Nc2ccc(S(N)(=O)=O)cc2)cc1	0.26	i
